# From PubChem
# GalR3 antag – human GalR3 antagonism; AID 651719; O60755; 360,000 tested, 0.44% active; HEK293 GalR3-CNG cAMP membrane potential fluorescence; galR3 body fused to GalR1 C-terminus; inhibition, % at 3 µM;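 active = inhibition above the screen-wide average plus 3 SD, cut at about 13% in these data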;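 note: forskolin and galanin both at EC90 stimulate the cells; cAMP rise reported by CNG channel membrane potential dye signal; 0% = forskolin plus galanin with DMSO and 100% = forskolin alone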
# CRFBP-R2 block – antagonists of CRF-binding protein/CRF-R2 receptor complex; inhibition, % at 11.8 µM; AID 588475; 350,000 tested, 0.59% active; HEK293 CRF-R2/CRF-BP, CRF-induced calcium fluorescence;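 active = inhibition of the ligand-induced calcium signal above about 50% at the single tested concentration, limit read from the data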
# SUMO HTRF inh – SUMOylation inhibition. P63279. HTRF SUMOylation assay, SAE1/SAE2 + UBC9, in vitro. inhibition, % at 35 µM. 290,000 tested, 0.36% active; in the data active = inhibition above about 50%, passing the limit was not always enough; note: strong numbers were not always called active
# pCIP destab – p/CIP protein destabilization | Q05BA5 | decrease of EGFP signal, % at 10 µM | 290,000 tested, 0.01% active | F442A p/CIP-EGFP cells, EGFP fluorescence, 16 h;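 active = EGFP signal decrease of at least 30% at 10 µM or well 3 SD below plate mean, unless failing retest; inactive = the rest, including hits failing retest or dose response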; note: some compounds called inactive have numbers as strong as hits; many of its hits are not listed in these tables
# IDE cell inh – cellular human IDE inhibition. HEK cells, FAbetaB cleavage, fluorescence polarization. inhibition, % at 5.59 µM. 320,000 tested, 0.41% active. AID 434962;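 active = percent inhibition above the average of all tested compounds plus 3 SD, set per screening campaign, cut at about 16% in these data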;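 note: IDE supplied by intact live HEK cells; FP after avidin binding of uncleaved biotin substrate so inhibition keeps polarization high; 0% = DMSO wells and 100% = 60 µM reference IDE inhibitor Ii1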
# Target sequence (P14735 whole entry, looked up): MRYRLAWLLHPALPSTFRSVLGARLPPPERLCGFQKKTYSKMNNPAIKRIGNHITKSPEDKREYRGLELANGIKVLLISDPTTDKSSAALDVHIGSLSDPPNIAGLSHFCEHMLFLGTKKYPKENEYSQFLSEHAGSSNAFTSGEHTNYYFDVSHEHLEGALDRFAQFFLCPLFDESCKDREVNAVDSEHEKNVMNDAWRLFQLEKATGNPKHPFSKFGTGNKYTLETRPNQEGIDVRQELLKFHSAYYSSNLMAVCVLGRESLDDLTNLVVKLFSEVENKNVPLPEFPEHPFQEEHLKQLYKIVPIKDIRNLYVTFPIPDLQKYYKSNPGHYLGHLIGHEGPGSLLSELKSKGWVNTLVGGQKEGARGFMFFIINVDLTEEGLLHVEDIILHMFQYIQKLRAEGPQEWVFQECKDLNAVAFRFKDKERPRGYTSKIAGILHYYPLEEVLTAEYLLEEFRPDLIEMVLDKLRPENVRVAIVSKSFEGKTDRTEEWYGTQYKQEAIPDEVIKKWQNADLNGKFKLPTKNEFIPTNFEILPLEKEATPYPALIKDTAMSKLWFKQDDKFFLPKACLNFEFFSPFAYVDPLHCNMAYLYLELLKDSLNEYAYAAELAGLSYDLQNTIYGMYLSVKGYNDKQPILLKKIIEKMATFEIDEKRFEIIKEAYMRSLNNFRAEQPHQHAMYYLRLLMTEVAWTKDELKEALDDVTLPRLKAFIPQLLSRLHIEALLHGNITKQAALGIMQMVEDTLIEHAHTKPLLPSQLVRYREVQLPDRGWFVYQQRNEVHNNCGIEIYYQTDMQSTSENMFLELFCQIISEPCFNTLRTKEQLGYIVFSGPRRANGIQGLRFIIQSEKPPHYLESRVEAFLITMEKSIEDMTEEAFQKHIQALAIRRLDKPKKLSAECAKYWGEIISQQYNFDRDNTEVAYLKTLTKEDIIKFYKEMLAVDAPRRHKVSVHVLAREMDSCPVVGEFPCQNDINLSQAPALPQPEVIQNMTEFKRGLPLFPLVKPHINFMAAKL
# IDE act – activators of human insulin-degrading enzyme in cells | 340,000 tested, 0.073% active | HEK cells, FAbeta-B cleavage, fluorescence polarization; 0% vehicle, 100% cell-free pure enzyme wells | AID 493087 | P14735 | activation, % at 5.96 µM;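 active = activation above the mean of all tested compounds plus 3 SD, set per screening campaign, cut at about 17% in these data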
# NS3 helicase inh – inhibitors of Hepatitis C virus NS3 helicase. 290,000 tested, 0.56% active. AID 1800. NS3 helicase DNA unwinding, Cy5 molecular beacon fluorescence. inhibition, % at 10.9 µM;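 active = inhibition above the mean of all tested compounds plus 3 SD, set per campaign, cut at about 35% in these data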;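 note: 0% = DMSO wells and 100% = thioflavine S control wells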
#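 Test system: hepatitis C virus NS3 helicase domain fragment enzyme. Also added: annealed dual-labelled DNA beacon duplex, ATP-started. Timing: 60 min unwinding reaction at 25 °C after ATP addition. Technique: Cy5 fluorescence. Measure: % inhibition of unwinding.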
# IMP-1 inh – blocks Pseudomonas aeruginosa IMP-1 metallo-beta-lactamase; purified IMP-1, nitrocefin hydrolysis, epi-absorbance fluorescence; 290,000 tested, 0.45% active; inhibition, % at 5.6 µM; AID 1556;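 active = inhibition above the mean plus 3 SD of all compounds in the same screening run, cut at about 4.5% in these data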;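 note: 0% = IMP-1 with DMSO and 100% = DMSO wells lacking enzyme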
#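 System: Purified IMP-1 | Read-out basis: Percent enzyme inhibition | Controls: IMP-1 with DMSO as 0%, enzyme-free DMSO as 100% | Replicates: One well per compound | Doses: 5.6 µM nominal single concentration | Detection: Epi-absorbance fluorescence, 480 nm excitation, 530 nm emission | Incubation: 25 °C, 15 min preincubation, 25 min reaction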
# VIM-2 inh – inhibitors of Pseudomonas aeruginosa VIM-2 metallo-beta-lactamase; purified VIM-2, nitrocefin hydrolysis, epi-absorbance fluorescence; inhibition, % at 5.6 µM; 290,000 tested, 0.89% active; AID 1527;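 active = inhibition above the mean of all tested compounds plus 3 SD, cutoff set per screening run, cut at about 7.5% in these data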;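 note: red hydrolysis product quenches plate fluorescence so inhibitors raise well fluorescence; 0% = enzyme with DMSO and 100% = DMSO without enzyme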
# Active calls of the source: *; nt = no result given.
SMILES,GalR3 antag,CRFBP-R2 block,SUMO HTRF inh,pCIP destab,IDE cell inh,IDE act,NS3 helicase inh,IMP-1 inh,VIM-2 inh
COc1cccc(NC(=O)COC(=O)/C=C/c2c(C)nn(-c3ccccc3)c2C)c1,-4,-4,nt,nt,25*,-17,nt,nt,nt
Nc1nonc1-c1nc2ccccc2n1CC(=O)N/N=C/c1ccc(-c2ccccc2C(=O)O)o1,-5,-7,14,-121,-1,3,17,-1.6,-2.6
Cc1ccc(-c2nc(SCC(=O)NCC3CCCO3)c(-c3ccc(Cl)cc3)[nH]2)cc1 (stereo not drawn),nt,-20,17,-9,5,2,-8,-1.9,-2.8
COc1ccc(C(=O)CSc2nnc(C3CCCCC3)n2N)c(OC)c1,-3,10,-8,-23,-7,1,-11,-0.3,-0.7
Cn1c(=O)c2c(nc(SCC(=O)NCc3ccc4c(c3)OCO4)n2Cc2ccccc2)n(C)c1=O,1,18,5,-3,-3,3,-1,-3.5,-1.6
COc1ccccc1S(=O)(=O)Nc1ccc2cn[nH]c2c1,-2,-8,9,-4,1,8,-3,-2.6,-0.5
O=C(CN1CCN(S(=O)(=O)c2ccc(F)cc2)CC1)Nc1ccc(Cl)c(C(F)(F)F)c1,-4,-24,-12,-15,-3,-2,-21,-1.4,-1.2
COc1ccc(CNC(=O)[C@H](C)NC(=O)C2CCN(S(=O)(=O)c3ccccc3)CC2)cc1,-9,-4,5,0,3,-3,3,-1.0,-3.3
O=C(N/N=C/c1c(Nc2cccc(C(F)(F)F)c2)nc2ccccn2c1=O)c1ccccc1[N+](=O)[O-],1,-21,1,5,0,5,0,-3.0,-0.7
CN1CCN(c2ccc(NC(=S)NC(=O)c3cccc4ccccc34)cc2)CC1,0,-14,12,-4,-2,7,-78,0.8,20*
CCOC(=O)c1c(C)[nH]c(C)c1C(=O)COC(=O)c1nc2nccc(C)n2n1,-2,-5,8,19,-3,1,-1,-2.3,-1.4
COCC(=O)Nc1ccc(S(=O)(=O)NCCc2ccccc2)cc1,-5,17,-8,0,4,5,-5,-3.2,-2.2
O=C(CCn1cccc1)Nc1nccs1,-2,42,11,-8,-4,4,-3,-1.8,-2.9
COC(=O)CSc1cccc2c1C(=O)CC2c1ccccc1 (stereo not drawn),-7,1,8,-13,5,0,1,-5.2,-3.0
Cc1cc(C)n2nc(SCCCC(=O)c3ccc(F)cc3)nc2n1,0,0,7,-30,-3,-1,-1,-4.6,-4.6
CNC(=O)c1c[nH]n2c(=O)c(Cc3ccccc3F)c(C)nc12,-2,4,2,0,3,4,14,-4.8,-2.4
Cc1ccc(S(=O)(=O)N(C)CC(=O)Nc2cc(C)ccn2)cc1,-4,-2,nt,nt,2,2,nt,nt,nt
O=C(NC(=S)Nc1ccccn1)c1ccc(-c2ccccc2)cc1,7,-6,-22,-16,10,-4,2,-3.0,-6.7
Cc1ccccc1CSc1nnnn1-c1ccc(C(N)=O)cc1,-3,4,-12,0,0,1,9,-2.1,-2.3
CCOc1ccc(C(CC(=O)O)n2cnnn2)cc1OC (stereo not drawn),-5,11,4,-2,5,5,3,-2.5,-0.4
CCOC(=O)c1sc2cc([N+](=O)[O-])cc(SCC(=O)OC)c2c1N,-2,-26,28,-4,10,-9,7,-4.2,-1.5
COc1ccccc1C1(CCN=Cc2ccc(N(C)C)cc2)CCOC(C)(C)C1 (stereo not drawn),-10,-1,-2,-5,0,4,-7,-2.4,-2.0
O=C(NCCCn1ccnc1)C(=O)NCC(c1cccnc1)N1CCN(c2ccccc2)CC1 (stereo not drawn),nt,5,8,-9,3,11,4,-2.1,0.6
NCCc1ccn[nH]1,-2,-4,nt,nt,-2,6,nt,nt,nt
O=C(NCCCN1CCOCC1)C(=O)NCc1ccccc1Cl,4,13,8,11,-2,4,-9,-0.8,-1.1
Cc1cc(N2C(=O)C(O)=C(C(=O)c3cc4ccccc4o3)C2c2cccc(Br)c2)no1 (stereo not drawn),-9,2,8,-3,-3,-6,18,-0.3,-2.6
O=C1NC(=O)N(Cc2ccccc2)C1=O,-11,5,23,-7,3,6,10,-0.2,0.3
COc1ccc(NC(=S)NNC(=S)Nc2cccc(C(F)(F)F)c2)cc1,-3,-15,-13,-6,7,-2,-22,-3.4,-4.3
COCCOC(=O)c1c(C)n(C)c2ccc(OC(=O)c3ccco3)cc12,-7,-22,17,0,2,2,-9,-0.5,-0.4
CCOc1ccc(CN2CCN(Cc3ccsc3)C(CCO)C2)cc1CO (stereo not drawn),-1,7,-14,-3,0,1,1,-3.6,-2.7
COc1cc(/C=C2\SC(=O)N(CC(=O)Nc3ccc(C)cc3)C2=O)cc(Cl)c1OCC(=O)O,-8,22,49,-3,3,-9,43*,-3.0,-1.0
Cc1ccc(S(=O)(=O)N(c2cccc(C(F)(F)F)c2)C2C=CS(=O)(=O)C2)cc1 (stereo not drawn),-1,-2,-18,3,-4,3,12,-2.6,-1.1
Cc1nnsc1C(=O)NC1CCCc2c1cnn2-c1cc(F)cc(F)c1 (stereo not drawn),-3,26,4,-12,0,7,14,0.6,3.0
CC1CCCN(c2nc3nonc3nc2N2CCCC(C)C2)C1 (stereo not drawn),-2,-1,1,1,-1,-1,8,-0.1,-2.9
O=c1[nH]c(=O)n(C(c2ccccc2)c2ccccc2)cc1Br,0,-9,5,1,0,0,-4,-3.5,-0.3
COc1ccc(NC(=O)COC(=O)c2cc([N+](=O)[O-])ccc2N2CCOCC2)cc1,-1,0,10,-4,2,-6,2,0.1,0.7
CCc1ccc(C(C)NC(=O)/C(C#N)=C\c2cn[nH]c2-c2ccccc2)cc1 (stereo not drawn),-6,-19,-7,-139,-3,-1,-7,-2.0,-4.6
O=C(Cn1cnc2ccccc2c1=O)Nc1nc2ccccc2s1,-4,-27,18,13,4,9,2,-2.9,-2.0
COC(C[C@H]1O[C@@H]1[C@H](O)COCc1ccccc1)OC,-6,1,11,-2,-1,4,nt,nt,nt
COC(=O)CC1Oc2ccccc2N(Cc2ccc(C)cc2)C1=O (stereo not drawn),-4,-4,12,-5,-2,1,3,-0.6,0.6
COc1ccc(-n2nc(C(=O)NCC(=O)N(C)Cc3ccccc3)c3ccccc3c2=O)c(OC)c1,-4,0,6,2,2,4,2,-1.6,0.1
COc1ccc(C(=O)N2CCc3[nH]nc(-c4ccccc4)c3C2)cc1,-1,-22,3,-10,11,-5,20,-1.6,-1.8
CC(C)(C)c1ccc(C(=O)NCC(=O)N2CCCC2)cc1,-8,0,-8,-4,-13,0,15,0.8,-0.7
Cc1ccc(NCc2ccccc2OCc2ccccc2F)cc1,-1,-1,-16,-3,2,4,-2,0.1,-2.7
C[C@@H](C(O)c1ccccc1)N(C)C(=O)CCc1ccccc1 (stereo partly drawn),3,7,8,-10,2,0,14,-1.6,-0.7
C/C(Cn1ncc(N2CCOCC2)c(Cl)c1=O)=N\O,-8,25,-6,-8,-4,5,2,-1.6,-1.4
COc1ccccc1CN1CCC(n2nccc2NC(=O)c2ccccc2Cl)CC1,-11,9,6,0,1,2,-5,-2.2,-2.3
Cc1nc(N2CCN(C(=O)c3ccco3)CC2)c2c3c(sc2n1)CCCC3,1,-27,14,-13,-1,-3,4,-0.2,1.6
Cc1nc(SCc2nc3ccc(Cl)cc3[nH]2)c2oc3ccccc3c2n1,8,2,nt,nt,-2,0,nt,nt,nt
C/C(=N\OC(=O)c1ccc(F)cc1)c1ccc(F)c(F)c1,-4,2,0,-3,-1,7,-3,-2.3,-1.4
CCC(C)NS(=O)(=O)c1ccc(OCC(=O)NCc2ccco2)cc1 (stereo not drawn),-4,6,5,-26,-3,4,2,-1.7,-2.2
Cc1ccc(/C=C/C(=O)OCC(=O)NCc2cccs2)o1,-6,11,nt,nt,2,1,nt,nt,nt
O=c1[nH]c2ccccc2c2nc(-c3cccc(S(=O)(=O)N4CCCC4)c3)nn12,-7,14,6,-10,7,5,5,-0.7,-0.5
CC1(C)CN(c2ccsc2C(=O)O)C1=O,-10,-12,-12,-2,11,nt,0,0.5,-0.4
CN(Cc1ccccc1)CC(O)COc1ccc(CNCCOc2cccnc2)cc1 (stereo not drawn),-5,7,7,-6,-2,-1,-1,-2.3,-2.0
CCN(CC)C(=O)C1CCCN(c2ccc([N+](=O)[O-])cc2/C=N/NC(=O)c2cccc([N+](=O)[O-])c2)C1 (stereo not drawn),-1,-25,24,-2,-1,2,-2,-1.8,-4.3
COCCN(CCOC)CC(O)COC(c1ccccc1)c1ccccc1 (stereo not drawn),nt,19,-2,3,1,5,-9,-2.8,-5.0
CCOc1ccc(C(C)C)cc1S(=O)(=O)n1nc(C)cc1C,-5,-4,-2,-4,1,-1,-7,-2.5,-3.2
CCNc1ccccc1CP(=O)(c1ccccc1)c1ccccc1O (stereo not drawn),-6,-2,32,-11,-3,nt,64*,-0.8,1.4
CCn1nc(C(=O)Nc2ccc(C)c(C)c2)c(Cl)c1Cl,-3,2,8,-5,0,6,2,-1.4,0.8

# 3 of the compounds above, with values ahead of the structure:
GalR3 antag | CRFBP-R2 block | SUMO HTRF inh | pCIP destab | IDE cell inh | IDE act | NS3 helicase inh | IMP-1 inh | VIM-2 inh | Molecule
nt | 19 | -2 | 3 | 1 | 5 | -9 | -2.8 | -5.0 | COCCN(CCOC)CC(O)COC(c1ccccc1)c1ccccc1 (stereo not drawn)
-5 | -4 | -2 | -4 | 1 | -1 | -7 | -2.5 | -3.2 | CCOc1ccc(C(C)C)cc1S(=O)(=O)n1nc(C)cc1C
-6 | -2 | 32 | -11 | -3 | nt | 64* | -0.8 | 1.4 | CCNc1ccccc1CP(=O)(c1ccccc1)c1ccccc1O (stereo not drawn)

# Other structures
SMILES,GalR3 antag,CRFBP-R2 block,SUMO HTRF inh,pCIP destab,IDE cell inh,IDE act,NS3 helicase inh,IMP-1 inh,VIM-2 inh
CC(CCc1ccccc1)NC(=O)CCNC(=O)c1ccccc1Cl (stereo not drawn),-1,9,nt,nt,2,2,nt,nt,nt
Cc1ccc2sc(C)[n+](CCC(C)S(=O)(=O)[O-])c2c1 (stereo not drawn),6,-3,-2,-6,1,3,4,-2.5,-2.6
CCC(C)NC(=O)C1CC(c2ccc(OC)cc2)=NO1 (stereo not drawn),-7,-13,5,4,2,-4,4,-2.2,0.3
O=C(CN1C(=O)NC2(CCCCCCC2)C1=O)Nc1c(Cl)cccc1Cl,-6,-11,nt,nt,3,-2,nt,nt,nt
Cc1cccc(N2C(=O)C(O)=C(C(=O)c3cccs3)C2c2ccc(F)cc2)n1 (stereo not drawn),-2,18,14,-11,4,0,13,-2.8,1.3
Cc1nnc(NC(=O)CSc2nc(N)c(NC(=O)c3cccs3)c(=O)[nH]2)s1,-4,14,2,11,3,0,-2,-2.7,-4.2
CC1CC2c3cccc(C(=O)O)c3C(=O)N2c2ccc(Cl)cc21 (stereo not drawn),1,6,11,15,-5,3,2,-3.3,-0.2
CC(=O)c1cccc(NC(=O)CN(C)S(=O)(=O)c2ccccc2)c1,-8,8,-11,-4,4,0,1,-2.5,-2.3

# No enrichment for hits; 3.2% or so of the library scored in one or more.
